# NPR1 activator: GC-A (human) enzyme activation. P16066. HEK293 GC-A cells, cGMP TR-FRET, EC30 ANP; 0% at EC30 ANP, 100% saturating ANP. activation, % at 10 µM. 370,000 tested, 0.14% active; in the data active means activation above about 40%
# DAX1 inh-1: DAX1 (NR0B1) inhibition, primary screen. inhibition, % at 6.8 µM. HEK293T StAR-luciferase reporter, SF-1/DAX-1 repression relief. AID 652010. 370,000 tested, 1.1% active;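 active means inhibition above the mean over all tested compounds plus 3 SD, cut at about 3.6% in these data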;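 further: 0% = DAX-1 cells with DMSO and 100% = cells lacking DAX-1 with DMSO; higher inhibition means more luminescence from relief of DAX-1 repression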
# DAX1 inh-2: NR0B1 (DAX1) inhibition; P51843; HEK293 Gal4-DAX1 luciferase reporter, luminescence; inhibition, % at 6.75 µM; 340,000 tested, 0.99% active; AID 504766;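 active means inhibition above the mean over all tested compounds plus 3 SD, cut at about 4.2% in these data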;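 further: 0% = DAX1-transfected cells with DMSO and 100% = empty-vector control cells with DMSO; inhibition shows as a rise in luminescence from relieved DAX1 repression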
# Target sequence (P51843 207-470 limits assumed): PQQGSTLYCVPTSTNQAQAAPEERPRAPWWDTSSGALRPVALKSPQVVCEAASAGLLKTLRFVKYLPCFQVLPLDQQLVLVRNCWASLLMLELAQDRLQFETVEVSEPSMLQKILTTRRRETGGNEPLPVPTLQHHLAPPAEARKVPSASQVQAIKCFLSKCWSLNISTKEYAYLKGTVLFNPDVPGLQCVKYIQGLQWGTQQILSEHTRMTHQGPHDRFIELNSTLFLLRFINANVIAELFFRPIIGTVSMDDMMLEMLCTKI
# proKLK7 act: activators of human kallikrein-7 zymogen. P49862. purified proKLK7, EDANS-DABCYL substrate fluorescence; 100% is mature enzyme control, 0% vehicle. activation, % at 7 µM. 370,000 tested, 0.9% active;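 active means activation above the mean of all tested compounds plus 3 SD, computed per campaign excluding outliers beyond control limits, cut at about 13% in these data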
# Target sequence (P49862 whole entry, looked up): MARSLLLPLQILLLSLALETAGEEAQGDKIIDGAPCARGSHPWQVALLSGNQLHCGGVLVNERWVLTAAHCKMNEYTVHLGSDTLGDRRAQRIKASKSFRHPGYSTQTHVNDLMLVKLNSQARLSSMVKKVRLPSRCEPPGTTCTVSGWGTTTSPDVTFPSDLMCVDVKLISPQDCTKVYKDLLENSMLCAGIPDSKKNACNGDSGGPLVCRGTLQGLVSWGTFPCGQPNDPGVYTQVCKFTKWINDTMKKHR
# GC-B act: GC-B (human) receptor activation. P20594. HEK293-GC-B cells, CNP EC30, cGMP TR-FRET; 0% at EC30 CNP, 100% saturating CNP. activation, % at 10 µM. 370,000 tested, 0.11% active;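 active means activation at 10 µM reaching about 35% in either raw or pattern-adjusted values, limit read from the data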
# hgDAF12 agonist: hgDAF-12 agonism, primary luciferase screen; HEK293 GAL4-hgDAF12 UAS-luciferase reporter, agonist luminescence; normalized to butyrate control; activation, % at 6.8 µM; 370,000 tested, 1.8% active; AID 687014;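 active means activation above a cutoff set at the mean of all screened compounds plus 3 SD, cut at about 10% in these data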;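 further: 0% = DMSO wells and 100% = sodium butyrate wells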
# sPLA2-III inh: Blocks human group III sPLA2 activity | QFRET BODIPY PC-A2 liposome hydrolysis, fluorescence | inhibition, % at 12.2 µM | 370,000 tested, 0.56% active | AID 743126;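 active means inhibition above mean plus 3 SD of compounds lying within the high and low control bounds, cut at about 19% in these data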;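 further: 0% = median of test compound wells and 100% = no enzyme DMSO wells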
# Target sequence (Q9NZ20 whole entry, looked up): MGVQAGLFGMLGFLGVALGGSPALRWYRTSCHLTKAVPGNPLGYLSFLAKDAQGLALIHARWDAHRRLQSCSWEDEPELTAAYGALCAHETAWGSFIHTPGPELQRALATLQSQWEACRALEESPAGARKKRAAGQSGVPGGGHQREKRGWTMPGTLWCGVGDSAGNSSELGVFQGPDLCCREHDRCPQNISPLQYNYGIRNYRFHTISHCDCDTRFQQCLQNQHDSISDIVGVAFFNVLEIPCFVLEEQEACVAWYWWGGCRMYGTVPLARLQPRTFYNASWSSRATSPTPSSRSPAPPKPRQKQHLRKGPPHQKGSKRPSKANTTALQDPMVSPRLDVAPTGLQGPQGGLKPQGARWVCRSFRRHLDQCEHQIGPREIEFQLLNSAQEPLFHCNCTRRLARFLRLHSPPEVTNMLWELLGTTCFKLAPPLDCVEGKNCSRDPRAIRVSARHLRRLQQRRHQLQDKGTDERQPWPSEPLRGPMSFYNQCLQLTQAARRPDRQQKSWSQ
# ssDAF12 agonist: activates DAF-12 receptor from parasite S. stercoralis. HEK293 ssDAF-12/GRIP1 lit1-tk-luc reporter, luminescence; % of 3 µM dafachronic acid response. activation, % at 6.8 µM. 370,000 tested, 1% active;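 active means activation above the mean over all tested compounds plus 3 SD, cut at about 0.9% in these data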;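 further: 0% = DMSO-only wells and 100% = 3 µM delta7-dafachronic acid wells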
# SMARCA2 activ: increases SMARCA2 function in MMTV reporter cells; MG213 cells, MMTV-luciferase reporter, dexamethasone, overnight; AID 652017; 370,000 tested, 1% active; activation, % at 9.1 µM; in the data active means activation above about 7.8%;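 further: 0% = vehicle wells and 100% = reference activator wells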
# hcDAF12 agonist: activates DAF-12 receptor from parasite H. contortus; HEK293 hcDAF-12 lit1-tk-luc reporter, luminescence; 0% DMSO, 100% Δ7-dafachronic acid; activation, % at 6.8 µM; 370,000 tested, 1.4% active; AID 652067;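 active means activation above the mean of all tested compounds plus 3 SD, cut at about 5.5% in these data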;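 further: 100% = response to 3 µM Δ7-dafachronic acid high control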
# FXN GAA850 act: activators of GAA850 frataxin (FXN) promoter. activation, % at 6 µM. HEK293 lucGAA850 FXN promoter luciferase reporter, 24 h; percent of 10 µM SAHA response. 360,000 tested, 0.56% active;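 active means activation above the average of all compounds screened plus 3 SD, cutoff fixed separately per campaign, cut at about 7.5% in these data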;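 further: 0% = DMSO wells and 100% = 10 µM SAHA wells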
# * marks the source's active call; other numbers are inactive results; · = no result given. The order is random (roughly 6.7% active in at least one column).
SMILES,NPR1 activator,DAX1 inh-1,DAX1 inh-2,proKLK7 act,GC-B act,hgDAF12 agonist,sPLA2-III inh,ssDAF12 agonist,SMARCA2 activ,hcDAF12 agonist,FXN GAA850 act
COc1ccccc1-c1nc(N)n[nH]1,-3,-0.1,1.8,0.1,9,0.2,-1,-0.9,-1,4.0,-0.8
Cc1cccc(/C=C2\CCC(C3CCCC3)C2=O)c1 (stereo unspecified),0,0.4,-0.4,-0.1,5,0.5,-2,-1.5,5,0.4,-0.1
CCCc1nc2oc3ccccc3c(=O)c2c(=O)n1-c1ccc(C)cc1,2,1.5,·,-0.1,1,8.7,7,1.9*,6,11*,-3.2
O=C(c1ccc(N2CCCC2=O)cc1)N1CCN(c2ccccc2F)CC1,2,-1.4,0.1,0.4,8,-0.4,12,-1.1,-1,-0.2,0.7
COc1cc(CNc2ncn[nH]2)cc(Br)c1OC,-4,0.4,-0.3,0.3,4,-1.3,-1,-1.4,0,-1.5,0.2
CCOC(=O)C1CCN(C(=O)N2CCOCC2)CC1,2,0.6,1.2,0.0,3,-0.9,6,-0.1,-3,-2.0,1.8
O=C(O)c1cc(N2C(=O)C3C4C=CC(C4)C3C2=O)ccc1NCc1cccnc1 (stereo unspecified),-1,0.1,-1.0,0.8,3,-0.4,2,-0.8,4,0.6,1.4
COc1ccc2oc(=Nc3cc(F)ccc3F)c(C(N)=O)cc2c1,21,-2.2,-0.6,-1.3,-3,4.9,4,0.2,1,-0.7,0.4
Cc1ccccc1-c1csc(C(O)c2ccc(F)cc2)n1 (stereo unspecified),-1,0.1,·,0.1,0,0.5,-5,-1.2,0,-0.1,4.2
Cc1nn(-c2ccccc2)c(C)c1C(=O)Nc1ccc(N2CCOCC2)cc1,4,-0.1,0.5,-0.3,1,-0.8,6,-1.3,-2,-1.3,0.8
CNC(=S)N1CCN(c2c(F)cc3c(=O)c(C(=O)O)cn(C4CC4)c3c2OC)CC1C (stereo unspecified),1,-0.2,-0.4,-0.9,1,0.4,5,-0.9,-1,-0.4,-2.0
COc1ccc(CC2(CO)CCN(Cc3cccnc3)CC2)cc1,1,0.0,-0.6,-0.3,2,3.5,-4,-0.8,-1,-0.5,3.0
Cn1nc(C(F)(F)F)c(C#N)c1N1CCN(c2ccccn2)CC1,7,-0.8,·,0.8,-1,4.5,1,-1.5,-4,-3.0,1.9
CC(C)CCn1c(=O)c2ccccc2n2c(CCC(=O)NC3CCN(Cc4ccccc4)CC3)nnc12,5,0.5,-0.5,0.6,-2,3.9,0,-1.1,-1,-0.6,-2.5
COc1cccc(/C=N/NC(=O)CSc2cccc3cccnc23)c1,8,-0.1,-0.9,-3.0,4,-0.5,-8,-1.4,-1,-1.4,2.5
CCOC(=O)C1(C)CCCCCN1C(=O)c1ccc(C(=O)OC)cc1 (stereo unspecified),2,0.1,·,0.3,1,1.5,5,-0.6,1,0.4,-0.4
COC(=O)c1cc2c(c3c4cc(OC)ccc4n(S(=O)(=O)c4ccc(OC)cc4)c13)C(=O)N(Cc1ccccc1OC)C2,-1,-0.9,·,-1.7,1,0.4,2,-1.2,-3,-0.8,·
O=C(NNC(=O)c1cccs1)c1ccc(F)cc1,6,0.6,0.1,-0.1,-2,1.3,6,-0.2,-1,0.8,4.7
CC(NC(=O)COC(=O)/C(=C/c1cccs1)c1cccs1)c1ccccc1 (stereo unspecified),-6,-0.9,-1.4,0.6,0,-3.0,-15,-2.7,-1,-1.4,1.3
CCCCCCNc1c(C(=O)OCC)c(=O)[nH]c2ccccc12,4,-1.7,-1.1,0.3,0,-2.8,4,-1.3,-3,-1.8,-0.1
COc1ccccc1OCc1nc(C#N)c(NCCCn2ccnc2)o1,2,0.5,0.5,-0.1,-2,-3.1,-1,-1.7,-1,1.0,-0.5
CCCCNC(=O)CSc1nc(N)c(C(=O)Nc2ccc(OC)cc2)s1,1,-0.1,1.2,-0.5,-2,3.5,2,-1.1,1,3.4,1.5
CCC(CC)c1nnc(NC(=O)CCc2ccccc2)s1,11,-0.3,-1.7,0.0,2,0.2,-7,-1.9,-2,-2.5,3.1
Cc1cc(Cl)ccc1OCC(=O)Nc1cccnc1,0,0.2,1.6,0.0,-4,7.8,0,0.5,1,0.4,1.8
CCCCN(C)C(=O)c1sc(=O)n(Cc2ccccc2F)c1C,0,0.0,·,-0.5,-11,-2.4,-2,-1.1,-1,0.5,-2.9
# (continued)
SMILES,NPR1 activator,DAX1 inh-1,DAX1 inh-2,proKLK7 act,GC-B act,hgDAF12 agonist,sPLA2-III inh,ssDAF12 agonist,SMARCA2 activ,hcDAF12 agonist,FXN GAA850 act
CCOc1ccc(Nc2nc(Nc3ccc(O)cc3)nc(C)c2[N+](=O)[O-])cc1,29,-2.8,-1.7,0.1,20,-1.7,-10,-1.5,-3,-3.3,-1.5
O=C(Cc1c[nH]c2ccccc12)N[C@@H](Cc1c[nH]c2ccccc12)C(=O)O,-3,0.2,-0.2,0.2,-1,1.4,-56,-0.7,2,2.1,2.2
Cc1ccc(C(=O)NC(Cc2cccc(C(F)(F)F)c2)C(=O)O)cc1 (stereo unspecified),1,0.4,0.5,0.5,-4,5.2,-5,-0.8,-1,-0.5,2.5
CC(=O)N1CCN(C(=O)c2cc(S(=O)(=O)N3CCCCC3)ccc2Cl)CC1,1,-1.3,-1.6,0.3,2,-1.4,11,-1.3,-1,-0.9,0.6
CC1(C(=O)NS(=O)(=O)c2ccccc2Cl)CCN1C(=O)C1CCCCC1 (stereo unspecified),-2,0.9,·,0.6,-1,-2.5,14,-1.1,-3,1.2,1.2
O=C(c1cc2nc(-c3ccc(F)cc3)cc(C(F)(F)F)n2n1)N1CCCCC1c1cccnc1 (stereo unspecified),18,-5.9,-3.3,-1.7,23,-8.1,0,-3.2,-2,-5.8,-3.6
CCOC(=O)C1CCN(C(=O)c2cc3cc4ccc(C)cc4nc3o2)CC1,3,7.5*,0.5,2.8,-1,7.4,-4,-0.4,-1,2.0,3.5
Cc1c(C(=O)O)sc(S(=O)(=O)N2CCN(C(=O)Cc3ccc(Cl)cc3)CC2)c1C(=O)O,2,-0.4,0.6,0.2,2,1.2,0,-0.5,0,-0.1,1.3
CC(C)C(=O)Nc1cccc(S(=O)(=O)NC2=NCCC2)c1,0,-1.3,-0.6,-0.4,6,1.8,15,-0.1,-5,0.1,1.4
CC(=O)N1CCOc2ccc(S(=O)(=O)N3C(C)CCCC3C)cc21 (stereo unspecified),-2,0.2,-0.1,0.1,2,-0.3,6,-1.4,0,-0.3,0.8
CCCCOc1ccc(C(=O)N/C(=C/C=C/c2ccccc2)C(=O)NCCO)cc1,-1,0.6,-1.1,-0.6,1,-1.9,-34,-0.2,-4,0.7,-1.4
O=C(Nc1ccc(OCc2ccccc2)cc1)c1cccnc1,5,-0.8,-1.0,-0.6,0,5.5,5,-1.4,4,-0.8,1.6
Cc1ccc(C(=O)Oc2ccc([N+](=O)[O-])cc2)cc1S(=O)(=O)N1CCCCCC1,5,0.4,0.1,-0.4,2,2.0,4,-1.2,-4,-1.6,-2.3
c1ccc(-c2cc(N3CCCCC3)nc(-c3ccccc3)n2)cc1,-6,-0.9,0.8,0.3,-3,0.5,7,-0.3,4,-1.4,0.1
CC(C)N(C(=O)CSc1nnc(Cc2ccc3c(c2)OCO3)n1C)C(C)C,1,0.2,0.2,-0.5,2,-0.7,-2,-0.9,3,-0.4,1.9
CCC[C@H]1[C@@H](OC(=O)NCc2ccco2)CC[C@@]23CCCN2C(=O)CCC[C@@H]13,-6,·,·,·,-5,-1.6,-1,-1.7,·,-0.9,·
COc1ccc(-c2noc(CNC(=O)c3ccoc3C)n2)cc1OC,4,0.0,3.2,-1.0,3,-3.2,-5,-0.7,0,-0.8,0.3
CCOc1cc(N2CCOCC2)c(OCC)cc1NC(=O)COc1ccccc1[N+](=O)[O-],5,-0.1,0.6,0.1,15,0.7,-2,-1.5,-1,-1.3,0.4
O=C(NCc1ccccc1Cl)C1CCCN(c2nc3ccccc3o2)C1 (stereo unspecified),-4,-0.3,·,-0.1,5,2.6,2,-1.9,-6,-1.7,·
CS(=O)(=O)Nc1ccccc1C(=O)Nc1ccc2c(c1)OCCO2,7,-0.4,0.8,-0.7,6,-2.8,1,-1.4,-3,-2.5,-1.9
CCOC(=O)N1CCN(c2c(NCc3cccs3)c(=O)c2=O)CC1,-8,-0.5,-0.6,0.3,2,2.4,11,-0.6,-2,-0.5,-4.8
Cc1cc2n(n1)SC(Nc1ccc(F)c(Cl)c1)N2 (stereo unspecified),8,-0.1,0.0,-0.1,-1,3.1,17,-1.4,4,-1.3,2.5
O=C(Nc1ccccn1)[C@@H]1CCC(=O)N1C(=O)OCc1ccccc1,-1,0.7,1.5,-0.2,5,1.3,-6,-1.5,1,-0.4,0.6
Cc1ccc(NC(=O)CN2CCN(c3ccccn3)CC2)cc1S(=O)(=O)N(C)C,-5,-0.4,-0.4,-0.7,-2,-1.5,-8,-2.0,-5,0.5,0.6
CCN(CC(=O)Nc1ccccc1C(F)(F)F)CC(=O)c1[nH]c(C)c(C(C)=O)c1C,-4,-1.2,-1.2,0.7,-1,-1.1,0,-1.8,-5,-1.4,-2.1
# More structures
SMILES,NPR1 activator,DAX1 inh-1,DAX1 inh-2,proKLK7 act,GC-B act,hgDAF12 agonist,sPLA2-III inh,ssDAF12 agonist,SMARCA2 activ,hcDAF12 agonist,FXN GAA850 act
CN1CCc2c(OCC(=O)N3CCCc4ccccc43)cccc2C1=O,-2,-0.8,1.0,-0.8,0,2.7,-2,-1.1,-3,-1.6,0.8
O=C(NCc1nnc(SCC(=O)N2CCCc3ccccc32)o1)c1ccccc1F,-3,-0.9,-1.5,0.2,-3,-1.6,-2,-1.6,-1,-2.0,2.3
COc1ccccc1NS(=O)(=O)c1cccc(-n2c(O)c(C=Nc3ccccc3C(=O)O)c3ccccc3c2=O)c1,-18,-2.4,-3.2,1.5,6,-1.9,-39,-1.1,-1,0.0,-9.8
Cc1ccc2[nH]c(=O)c3cc(C(=O)N(C)C4CCCCC4)sc3c2c1,10,-0.7,-1.0,-1.0,13,-1.4,9,-1.3,-2,-1.3,-0.3
COc1cc(C(=O)Nc2cc(C)ccc2C)ccc1OCc1c(C)noc1C,0,-0.1,0.5,0.0,2,-3.5,8,-1.5,-4,-3.6,-0.4
O=C(CCc1ccccc1)N1CCN(c2ccc([N+](=O)[O-])cc2)CC1,-17,-0.6,1.6,0.1,0,-3.1,-3,-1.3,-3,-2.9,-1.0
Cn1nc(C(F)(F)F)c(-c2ccc(F)cc2)c1NC(=O)c1ccco1,-1,-0.5,0.3,0.5,-1,0.4,-6,-1.8,1,0.0,0.2
CC(C)(C)C(=O)NC1CC2CCCC(C1)N2C(=O)Nc1ccccc1F (stereo unspecified),1,-0.4,0.5,-0.3,2,-1.0,1,-1.2,1,0.8,1.9
COc1cc(NS(=O)(=O)c2ccc(OC)c(OC)c2)cc(OC)c1,-11,-0.1,-0.1,0.1,-9,-3.8,-10,-1.1,-3,0.0,-0.1
[O-][n+]1onc2c1CCc1[nH]c(-c3ccccc3)nc1-2,3,-0.7,1.1,0.1,-1,0.5,6,-1.1,0,0.5,2.5

# Assay outcomes deposited in PubChem BioAssay by several laboratories.
